PRMT1 inh: PRMT1 methyltransferase inhibitors, primary screen, biochemical, fluorescence polarization; Protein arginine N-methyltransferase 1 (Homo sapiens), Q99873; recombinant PRMT1, activity-based probe fluorescence polarization; inhibition, % at 2.79 µM; hit rate 1.3% among 370,000;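 active = inhibition above about 21% made by adding two undisclosed values, limit read from the data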
LEDGF integ inh: blockers of LEDGF/p75-dependent integrase strand transfer – biochemical, TR-FRET, high throughput, primary screen. HIV-1 integrase (with human LEDGF/p75). TR-FRET IN-LEDGF/p75 DNA integration, Eu/Cy5. inhibition, % at 3.7 µM. hit rate 0.64% among 370,000;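 active = inhibition above the screen-wide mean plus 3 SD, cut at about 13% in these data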;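 note: signal is the Cy5 over europium emission ratio at 671 and 618 nm; 0% = plate median of compound wells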
PG9 Ab binder: binders of HIV-1 gp120 antibody PG9, primary screen, biochemical, TR-FRET | HIV-1 gp120 / PG9 antibody interaction | TR-FRET gp120-PG9 antibody binding | inhibition, % at 6.7 µM | hit rate 0.43% among 360,000 | AID 624416, 2012; in the data active = inhibition above about 8.5%
TDP2 inh: human TDP2 enzyme inhibitors, primary screen, biochemical, epi absorbance, recombinant enzyme; T5PNP hydrolysis, p-nitrophenol absorbance 415 nm; inhibition, % at 12.8 µM; hit rate 0.34% among 370,000;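 active = inhibition above the mean of all tested compounds plus 3 SD, set per campaign, cut at about 25% in these data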;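 note: 0% = DMSO with enzyme and 100% = buffer with substrate but no TDP2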
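Assay system: Recombinant human TDP2 | Quantity: 120 nM TDP2 per well | Incubation: 2 h at 37 °C | Signal: Epi absorbance | Evaluation: Percent inhibition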
HTRA1 inhibitor: HTRA1 serine protease inhibitors, primary screen, biochemical, fluorescence polarization, HTS | inhibition, % at 5.96 µM | Q92743 | hit rate 0.5% among 340,000 | recombinant HTRA1, FP-rhodamine activity-based probe; in the data active = inhibition above about 36%;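 note: 0% = enzyme with DMSO and 100% = wells lacking enzyme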
Target sequence (Q92743 whole entry, looked up): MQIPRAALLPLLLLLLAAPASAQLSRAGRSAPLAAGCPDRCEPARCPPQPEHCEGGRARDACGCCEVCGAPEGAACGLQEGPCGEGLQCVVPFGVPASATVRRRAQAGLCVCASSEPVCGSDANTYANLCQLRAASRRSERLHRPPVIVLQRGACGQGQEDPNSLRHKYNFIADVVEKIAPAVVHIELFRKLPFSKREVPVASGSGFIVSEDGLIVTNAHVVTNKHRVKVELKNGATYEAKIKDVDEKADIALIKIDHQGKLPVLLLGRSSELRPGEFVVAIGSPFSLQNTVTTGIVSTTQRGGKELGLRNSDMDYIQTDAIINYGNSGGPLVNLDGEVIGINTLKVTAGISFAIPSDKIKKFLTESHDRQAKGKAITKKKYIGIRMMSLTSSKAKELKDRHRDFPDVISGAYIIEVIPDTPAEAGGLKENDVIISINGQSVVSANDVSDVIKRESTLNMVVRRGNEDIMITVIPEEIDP
mABHD4 FP: ABHD4 inhibitors, primary screen, biochemical, fluorescence polarization, mouse; purified mABHD4, FP-Rh probe fluorescence polarization; inhibition, % at 8.92 µM; (Lyso)-N-acylphosphatidylethanolamine lipase (Mus musculus), Q8VD66; hit rate 0.54% among 370,000;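 active = inhibition exceeding the mean over every tested compound plus 3 SD, cut at about 30% in these data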;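 note: 0% = plate median of compound wells and 100% = S159A mutant with DMSO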
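Assay system: Wild-type mouse ABHD4 protein | Medium: HEPES pH 7.0 buffer, 150 mM NaCl, 0.01% Pluronic F-127 | Incubation: Enzyme–compound pre-incubation 45 min, then probe 60 min, both 25 °C | Technique: Fluorescence polarization with parallel and perpendicular emission, 525/598 nm | Evaluation: % inhibition of FP-Rh probe binding versus controls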
TCR-CD3 inh: inhibitors of human TCR-CD3 interaction, primary screen, biochemical, fluorescence, TAMRA-labeled TCR probe; T-cell receptor (TCR); hit rate 0.37% among 360,000; inhibition, % at 9.4 µM; in the data active = inhibition above about 19%;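 note: recombinant mutant TCR 2C K166C tagged with TAMRA read by polarization; 0% = receptor in buffer alone and 100% = receptor with positive control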
Rev-erbA mod: modulators of Rev-erb alpha DNA binding, primary screen, biochemical, FITC-DNA, fluorescence polarization, uHTS; Nuclear receptor subfamily 1 group D member 1 (Homo sapiens), P20393; Rev-erbα–FITC-DNA binding, 90 min; activity, % at 10 µM; hit rate 0.79% among 370,000; AID 1259318, 2017;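 active = activity above about 14%, limit read from the data; passing the limit was not always enough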;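 note: 0% = DMSO wells with 35 nM protein and 100% = DMSO wells with 750 nM protein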
SIAE primary: human SIAE inhibitors, primary screen, biochemical, fluorescence polarization, FP-Rh probe, 1536-well HTS; AID 1053197, 2014; hit rate 0.69% among 370,000; Sialate O-acetylesterase (Homo sapiens), Q9HAT2; SIAE FP-Rh probe binding; inhibition, % at 9.66 µM;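 active = inhibition above a cutoff: mean of compounds within the control limits plus 3 SD of those, cut at about 17% in these data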;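 note: 0% = plate median of compound wells and 100% = probe without SIAE protein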
Target sequence (Q9HAT2 whole entry, looked up): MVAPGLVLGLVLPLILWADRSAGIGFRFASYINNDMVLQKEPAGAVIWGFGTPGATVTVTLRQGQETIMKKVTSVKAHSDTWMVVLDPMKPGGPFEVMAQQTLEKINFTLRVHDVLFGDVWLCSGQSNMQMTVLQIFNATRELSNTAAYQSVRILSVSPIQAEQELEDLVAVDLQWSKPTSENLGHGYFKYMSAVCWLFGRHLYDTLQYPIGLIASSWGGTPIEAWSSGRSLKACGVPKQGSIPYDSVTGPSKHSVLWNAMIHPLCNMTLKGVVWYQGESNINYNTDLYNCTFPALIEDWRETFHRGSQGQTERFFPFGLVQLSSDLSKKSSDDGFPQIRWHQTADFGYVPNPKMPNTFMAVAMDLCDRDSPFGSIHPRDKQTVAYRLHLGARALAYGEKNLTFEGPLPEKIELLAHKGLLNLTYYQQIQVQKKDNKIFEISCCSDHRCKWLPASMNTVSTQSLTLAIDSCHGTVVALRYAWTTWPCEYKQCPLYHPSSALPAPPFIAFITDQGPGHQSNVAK
rCAG RNA binder: binders of r(CAG) RNA repeats, primary screen, biochemical, fluorescence | r(CAG) RNA repeat, TO-PRO-1 dye displacement fluorescence | inhibition, % at 3 µM | hit rate 1.3% among 370,000;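 active = inhibition above the plate cutoff, the mean of all test compounds on that plate plus 3 SD, cut at about 35% in these data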;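 note: 0% = DMSO alone and 100% = 100 µM mitoxantrone as full dye displacement; higher means more dye released from RNA so lower well fluorescence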
The depositor's hits bear a star; nt = not tested or not shown. Some of the compounds tested; count on the stated rates, not on these rows.

SMILES	PRMT1 inh	LEDGF integ inh	PG9 Ab binder	TDP2 inh	HTRA1 inhibitor	mABHD4 FP	TCR-CD3 inh	Rev-erbA mod	SIAE primary	rCAG RNA binder
Cc1nc2ccc(NC(=S)NCc3ccccc3)cc2nc1C	3	3	-0.9	5	-4	-5	1	4	2	3
CCc1sc(C(=O)N2CCCN(C)CC2)cc1Br	-4	-1	-0.3	20	-2	0	3	-2	0	-3
CCCCn1c(N)c(N(CCOC)C(=O)CCNC(=O)c2ccc(Br)cc2)c(=O)[nH]c1=O	0	3	-1.1	5	0	6	0	-6	-5	-1
Cn1cccc1/C=N/NC(=O)C12CC3CC(CC(C3)C1)C2	0	-2	0.5	-11	0	2	-5	-4	-6	-7
CCOc1nc2cnccc2n(CC(=O)Nc2ccccc2F)c1=O	5	2	0.2	3	2	4	3	-5	6	2
Clc1ccccc1CSc1nnc([C@@H]2CCCN2)o1	-3	3	-2.8	-5	15	-1	1	-5	3	-1
CC1CCN(C(=O)CCC(=O)Nc2ccc([N+](=O)[O-])cc2)CC1	4	-5	0.4	-9	5	7	-7	-5	-1	4
C=C1c2cc(OC)ccc2NC(=O)N1CC	5	1	0.5	5	4	11	-1	5	6	0
CCOC(=O)N1CCC(NC(=O)c2ccc3c(c2)N=C(C)c2c(C)ccc(C)c2S3)CC1	-4	0	-1.6	5	-37	-10	9	3	1	-3
COC(=O)c1ccc(S(=O)(=O)N2CCC(C(N)=O)CC2)n1C	-1	-2	0.0	4	-1	-1	-5	-1	2	-2
Cc1ccc(-c2nc(N)nc(N)n2)c(C)c1	3	2	0.5	-6	10	6	-7	-2	7	4
O=C(Nc1ccc([N+](=O)[O-])cn1)c1ccc(Br)o1	3	1	-0.1	4	9	-4	0	-2	2	1
COc1cc(-c2noc(C)c2C(=O)NCCc2c[nH]c3ccccc23)cc(OC)c1OC	0	0	-1.2	-1	-7	-2	-1	0	0	-1
O=C(CNC(=O)c1ccccc1)OCc1cc(=O)n2cc(Br)ccc2n1	-1	4	0.0	-10	2	-5	-8	-4	-13	0
O=C(CN1C(=O)c2cccc3cccc(c23)C1=O)N1CCOCC1	0	6	-0.5	2	7	2	6	-8	2	0
CC(C)c1ccc(CN2CCC(C)(Oc3ccc(Cl)cc3)C2)cc1 (stereo unspecified)	1	-2	0.1	7	nt	12	2	-2	5	0
CCOCCOC(=O)C1=C(C)NC2=C(C(=O)CC(c3cccs3)C2)C1c1ccsc1 (stereo unspecified)	-3	-3	-0.6	-2	-8	-4	3	3	3	0
Cc1c(C)n(C)c2ccc(C(=O)NCCCN(C)C3CCCCC3)cc12	11	-9	-3.5	-15	5	-5	-1	-4	0	4
O=C(N/N=C/c1ccccc1Cl)c1[nH]c2ccc(Br)cc2c1-c1ccccc1	1	-2	-0.7	5	-114	6	-1	4	-4	2
C/C(CC(=O)Nc1ccc(Br)cc1)=N\NC(=O)Cc1csc(N)n1	1	2	-1.7	-1	-1	-1	-8	1	6	5
CCCCn1c(N)c(N(CCOC)C(=O)c2sc3cc(F)ccc3c2Cl)c(=O)[nH]c1=O	2	-2	0.3	8	-2	2	-1	6	-2	1
CCOC(=O)c1cnn(-c2ccccc2)c1-n1cccc1	2	3	0.4	5	2	7	-2	-3	5	0
c1coc(-c2nc(-c3ccco3)c(-c3ccco3)nc2-c2ccco2)c1	78*	90*	1.7	50*	74*	54*	26*	-36	29*	68*
Clc1ccc(OCc2nnc3n2N=C(c2ccc4c(c2)OCCO4)CS3)c(Cl)c1	-2	2	-1.0	1	-11	-2	-1	7	-9	2
O=C(NCC1CCCO1)Nc1cccc(Cl)c1 (stereo unspecified)	0	0	-2.5	5	-4	-1	5	4	-3	1
CC(C)(C)S(=O)N1C[C@@H]2CC(=O)C(c3ccccc3)=C2[C@H]1CCO (stereo partly specified)	-1	-4	-1.6	-7	nt	5	-8	1	0	1
CC1CCCN(S(=O)(=O)c2ccc(NC(=O)[C@@H]3CCCN3C(=O)c3cccs3)cc2)C1 (stereo partly specified)	3	2	0.2	6	-13	-2	0	1	13	7
Cc1ccc(-c2csc(N(CCCN3CCOCC3)C(=O)c3ccco3)n2)cc1	-1	0	-0.5	-3	-30	4	-2	9	-2	-3
Cc1ccccc1C(=O)NCC(=O)NNC(=S)NC(=O)c1ccccc1	1	2	-0.1	8	2	-4	16	-2	6	0
COc1cc(CNC(C)C23CC4CC(CC(C4)C2)C3)cc(OC)c1OC (stereo unspecified)	-6	1	-2.7	10	0	3	2	-3	11	0
CC(=O)NC(c1cccc(F)c1)c1nc(-c2cnn(C)c2)cs1 (stereo unspecified)	-6	1	-1.7	1	nt	-6	2	-4	-3	-1
COc1ccc(OCCN2C(=O)NC(C)(c3ccc(C)cc3)C2=O)cc1 (stereo unspecified)	-2	3	-0.6	0	-2	-5	2	-2	11	-5
CCc1cccc(C)c1NC(=S)NCCc1c(C)[nH]c2ccc(C)cc12	-3	-2	-1.4	-5	-2	-4	0	4	4	6
CC(O)(c1ccc(F)c(F)c1)c1nc(-c2ccc3ccccc3c2)cs1 (stereo unspecified)	-1	7	-1.6	-10	nt	-57	0	0	-39	7
Cc1[nH]n(S(=O)(=O)Cc2ccccc2)c(=O)c1N=Nc1ccccc1Cl	-2	3	0.5	-8	-2	-2	-5	-5	3	10
COc1ccc(/C=C(\NC(=O)c2ccc(C)cc2)C(=O)NCCCN2CCOCC2)cc1OC	1	-2	-1.7	-7	7	-2	3	0	1	1

Among those listed so far, these contain an aryl methoxy group:
SMILES	PRMT1 inh	LEDGF integ inh	PG9 Ab binder	TDP2 inh	HTRA1 inhibitor	mABHD4 FP	TCR-CD3 inh	Rev-erbA mod	SIAE primary	rCAG RNA binder
C=C1c2cc(OC)ccc2NC(=O)N1CC	5	1	0.5	5	4	11	-1	5	6	0
COc1cc(-c2noc(C)c2C(=O)NCCc2c[nH]c3ccccc23)cc(OC)c1OC	0	0	-1.2	-1	-7	-2	-1	0	0	-1
COc1cc(CNC(C)C23CC4CC(CC(C4)C2)C3)cc(OC)c1OC (stereo unspecified)	-6	1	-2.7	10	0	3	2	-3	11	0
COc1ccc(OCCN2C(=O)NC(C)(c3ccc(C)cc3)C2=O)cc1 (stereo unspecified)	-2	3	-0.6	0	-2	-5	2	-2	11	-5
COc1ccc(/C=C(\NC(=O)c2ccc(C)cc2)C(=O)NCCCN2CCOCC2)cc1OC	1	-2	-1.7	-7	7	-2	3	0	1	1

One compound at a time, as listed above. Values in the order: PRMT1 inh, LEDGF integ inh, PG9 Ab binder, TDP2 inh, HTRA1 inhibitor, mABHD4 FP, TCR-CD3 inh, Rev-erbA mod, SIAE primary, rCAG RNA binder
`CC1CCCN(S(=O)(=O)c2ccc(NC(=O)[C@@H]3CCCN3C(=O)c3cccs3)cc2)C1` (stereo partly specified) across the screens: 3, 2, 0.2, 6, -13, -2, 0, 1, 13, 7
`COc1ccc(/C=C(\NC(=O)c2ccc(C)cc2)C(=O)NCCCN2CCOCC2)cc1OC` across the screens: 1, -2, -1.7, -7, 7, -2, 3, 0, 1, 1

Later entries:
SMILES	PRMT1 inh	LEDGF integ inh	PG9 Ab binder	TDP2 inh	HTRA1 inhibitor	mABHD4 FP	TCR-CD3 inh	Rev-erbA mod	SIAE primary	rCAG RNA binder
Cc1cccc(Nc2ccccc2C(=O)OCC(=O)NCc2ccco2)c1C	3	1	0.8	1	-17	-4	-5	2	1	10
CC(C)OCCCNC(=O)C1CCC(=O)N1C(C)C (stereo unspecified)	-3	-4	1.3	7	3	6	1	2	6	0
Cc1nnc(SC(C(=O)c2ccccc2)c2ccccc2)[nH]c1=O (stereo unspecified)	0	-3	-1.4	6	2	2	-5	9	-1	4
COC(=O)[C@]12C[C@H](CC(=O)N3CCCC3)C(=O)N(Cc3ccco3)C1=C[C@H](C1CCCC1)O[C@@H]2C	-3	2	nt	3	nt	6	nt	-7	2	-3
CCOc1c(C=C(C#N)C#N)c2ccccc2n1CC	6	-5	-0.3	2	-7	9	-7	-6	6	20
COc1ccc(CNC(=O)c2cc(S(=O)(=O)N3CCCCC3)ccc2N2CCOCC2)cc1OC	2	-3	0.4	-2	8	6	3	0	-5	1
COc1ccccc1NC(=O)N1CCCC1C(=O)NCc1ccc2c(c1)OCO2 (stereo unspecified)	-2	1	-0.9	-2	5	-7	7	-3	-1	-3
Cc1cccc2sc(NC(=O)C3CC3)nc12	-3	4	1.1	-8	2	-5	-5	-7	12	1
CCc1nn(CCCC(=O)N2CCN(c3ccc(OC)cc3)CC2)c(=O)c2cc3occc3n12	1	2	-0.1	11	0	-2	-6	-5	-1	-6
O=C(CC1C(=O)NCCN1C(=O)Nc1ccccc1)Nc1cc(Cl)cc(Cl)c1 (stereo unspecified)	-2	1	-3.3	-8	-16	-10	8	-8	-9	13
CCCCNc1nnc(CCn2nc(C)c(Br)c2C)s1	0	1	-0.9	1	0	1	2	1	-6	-1
CCc1nnc(NC(=O)CSc2nnc(Cc3ccccc3)n2-c2ccccc2)s1	-2	0	-0.2	-3	-10	0	1	-2	-4	-4
Cc1ccc(CC(=O)Nc2nc3c(s2)CCCC3)cc1	3	-1	-0.3	1	-15	11	-2	9	10	10
CC1(C)CC(=O)C2=C(C1)c1c(ccc3ncccc13)NC2c1cccs1 (stereo unspecified)	-2	0	-0.5	0	-21	-1	6	-1	1	2
CC(O)[C@H]1CNCCN1CCc1cccc2ccccc12 (stereo partly specified)	3	-1	-2.9	5	-9	3	6	2	15	4
CCCCNC(=S)Nc1ccccc1F	-1	-6	-2.0	2	8	-2	5	2	1	0
